LAP4 TOR yeast = alters LAP4-GFP fluorescence in TOR pathway yeast screen; actives 0.34% (n = 320,000); S. cerevisiae LAP4-GFP multiplex, flow cytometry GFP, 3 h; median GFP as percent of DMSO wells; AID 2023; GFP response vs DMSO, % at 10 µM;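 active = GFP response vs DMSO above a set limit, about the screen mean plus 3 SD, cut at about 150% in these data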
ZTA counter = blocks Epstein-Barr virus ZTA, an EBNA-1 counter-screen; inhibition, % at 11 µM; actives 0.15% (n = 320,000); P03206; ZTA-DNA binding, fluorescence polarization; in the data active = inhibition above about 33%
RPL19A-GFP yeast = modulators of TOR pathway RPL19A-GFP in S. cerevisiae; S. cerevisiae RPL19A-GFP strain, flow cytometry, 3 h; hits give low values; percent response vs DMSO, % at 10 µM; actives 0.3% (n = 330,000); AID 2025;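 active = percent response vs DMSO below 50%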;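 also: median channel GFP fluorescence of the barcoded RPL19A-GFP strain; ratio of sample median GFP to plate DMSO average so 100% = DMSO; lower means less RPL19A-GFP as with rapamycin TOR inhibition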
EBNA-1 inhibitor = blocks EBNA-1 binding to DNA. actives 0.34% (n = 300,000). EBNA-1 DNA binding, fluorescence polarization. AID 1950. inhibition, % at 14.8 µM; in the data active = inhibition above about 28%
AHR act = activates the human aryl hydrocarbon receptor | P35869 | AHR-responsive luciferase reporter cells, luminescence | activation, % at 5 µM | actives 2.5% (n = 320,000); in the data active = activation above about 47%;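 also: 0% = vehicle wells and 100% = reference agonist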
procasp3 activ = activates human procaspase-3; P42574; activation, % at 8.5 µM; recombinant procaspase-3 D3A, Ac-DEVD-pNA absorbance 405 nm; AID 463141; actives 0.11% (n = 330,000);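 active = activation above the mean of all tested compounds plus 3 SD, cut at about 21% in these data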;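 also: 0% = DMSO alone and 100% = DMSO wells spiked with extra 5 µM PC-3 D3A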
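assay system = Procaspase-3 D3A mutant | signal = absorbance at 405 nm, 0 and 120 min | times = 1 h preincubation plus 2 h reaction at 25 °C | repeats = single replicate | read-out = % activation between DMSO and enzyme-spiked controls | medium = Zinc-free HEPES saline buffer with Triton X-100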
MEP2-GFP yeast = alters MEP2-GFP fluorescence in TOR pathway yeast screen. S. cerevisiae MEP2-GFP strain, flow cytometry GFP, 3 h; 100% = DMSO control level. GFP response vs DMSO, % at 10 µM. actives 0.51% (n = 330,000);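 active = GFP response versus DMSO above a set limit, roughly screen mean plus 3 SD, cut at about 180% in these data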;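 also: median GFP fluorescence of the barcode-gated MEP2-GFP cells per well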
proCasp7 act = counter-screen for procaspase-3 activators: activators of human procaspase-7 | actives 0.093% (n = 330,000) | activation, % at 8.5 µM | recombinant procaspase-7, Ac-DEVD-pNA absorbance 405 nm; D23A/D198A/D206A triple mutant, cannot self-cleave; scale: DMSO 0, 5 µM enzyme 100 | P55210;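 active = percent activation above the screen-wide mean plus 3 SD, cut at about 25% in these data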
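Replicates: singlicate. Assay system: Procaspase-7 triple mutant (PC-7 D3A). Signal: 405 nm absorbance of p-nitroaniline. Times: 1 h preincubation, 2 h reaction. Buffer or medium: Zinc-free HEPES pH 7.4 with 300 mM NaCl, 0.01% Triton X-100. Also added: DEVD-pNA substrate. Benchmarks: DMSO wells as 0%, DMSO with 5 µM added PC-7 as 100%.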
Starred values were filed as active, the others as inactive; . = not tested or not shown.

no.	structure	LAP4 TOR yeast	ZTA counter	RPL19A-GFP yeast	EBNA-1 inhibitor
1	O=P(COCCO)(c1ccccc1)c1ccccc1	102	13	98	10
2	C=COc1ccc(N2C(=O)c3ccccc3OC2C)cc1 (stereo unspecified)	104	-7	107	-17
3	O=C(CSc1ccc(-c2cccnc2)nn1)Nc1ccc(F)cc1F	109	-13	109	-7
4	Cc1c(/C=N/Nc2nc3ccccc3[nH]2)c2ccccc2n1C	116	-1	98	-4
5	CN(C)c1ccc(/C=N/NC(=O)CCc2c[nH]c3ccccc23)cc1	92	6	101	7
6	CC(Oc1ccc(Cl)cc1)c1ccnn1S(C)(=O)=O (stereo unspecified)	84	0	94	3
7	Cc1ccc(/C=C2/NC(=O)N(Cc3ccc(Br)cc3)C2=O)o1	97	-12	96	8
8	COc1ccc(C(=O)NCCc2nnc3ccc(SCC(=O)NCCc4ccc(OC)c(OC)c4)nn23)cc1	122	-5	102	0
9	CCOCCCNC(=O)c1cc(Sc2ccc(C)cc2)nc2ccccc12	95	-10	103	0
10	CC(O)CNc1ccc(-c2nn(C)c(=O)c3ccccc23)cc1[N+](=O)[O-] (stereo unspecified)	115	-4	98	10
11	COc1ccccc1C(=O)NC(=O)CSc1nnc(C)s1	77	17	106	3
12	Oc1cc(Cc2ccccc2)cnc1CN1CCOCC1	102	6	106	7
13	COc1cccc(/C=C2\SC(=S)N(N3C(=O)CCCC3=O)C2=O)c1	105	5	73	3
14	O=C(c1ccc(COc2ccccc2Br)o1)N1CCCCCC1	101	4	93	-2
15	Cc1cc(C)n2c(Br)c(CN3CCCC(C)C3)nc2n1 (stereo unspecified)	111	3	100	1

no.	AHR act	procasp3 activ	MEP2-GFP yeast	proCasp7 act
1	-1	-3	103	10
2	1	6	113	-1
3	65*	10	113	0
4	108*	5	98	-5
5	34	6	99	-1
6	4	-9	89	1
7	4	0	90	-19
8	-2	9	112	-7
9	0	-7	97	-1
10	7	0	106	-3
11	0	-1	100	-2
12	7	-6	106	-3
13	8	-2	119	-10
14	1	5	89	-2
15	4	8	100	15

Results in AHR act and RPL19A-GFP yeast, for three of the compounds above:
item	SMILES	AHR act	RPL19A-GFP yeast
12	Oc1cc(Cc2ccccc2)cnc1CN1CCOCC1	7	106
13	COc1cccc(/C=C2\SC(=S)N(N3C(=O)CCCC3=O)C2=O)c1	8	73
14	O=C(c1ccc(COc2ccccc2Br)o1)N1CCCCCC1	1	93

Further results follow:
no.	structure	LAP4 TOR yeast	ZTA counter	RPL19A-GFP yeast	EBNA-1 inhibitor
16	CCOc1ccc(NC(=O)CC2Nc3ccccc3NC2=O)cc1 (stereo unspecified)	99	-2	98	12
17	Cc1ccc(-n2ncc3c2CC(C)(C)CC3NC(=O)CCCN2CCCCC2=O)cc1 (stereo unspecified)	103	-11	109	-1
18	CCCn1c2ccc(F)cc2c2nnc(NN)nc21	104	8	98	-15
19	O=C(CSCc1ccc(Cl)cc1)Nc1ccc(S(=O)(=O)N2CCOCC2)cc1	87	8	98	-9
20	COC(=O)c1ccc(OC)c(Cn2c(=O)n(C)c(=O)c3ccccc32)c1	85	-10	100	-4
21	COc1ccccc1-c1cc(C(=O)Nc2cccnc2)no1	110	-8	91	-4
22	COC(=O)CN(c1ccccn1)S(=O)(=O)c1ccccc1	100	-8	101	4
23	Fc1ccc(Nc2ncnc3ccccc23)cc1	90	7	100	-2
24	Cc1ccsc1CNS(=O)(=O)c1ccc(F)cc1	99	6	95	-12
25	CC(NC(=O)CCNS(=O)(=O)c1ccc2c(c1)c(=O)n(C)c(=O)n2C)c1ccccc1 (stereo unspecified)	87	-7	93	4
26	CC(C)(C)c1cc(Cl)ccc1OCCn1ccnc1	85	-11	102	-8
27	COC(=O)C(C)n1cnc2c(nnn2-c2cccc(OC)c2)c1=O (stereo unspecified)	102	18	105	5
28	Cc1cccc(NS(=O)(=O)c2cccc(C(=O)NCC3(N4CCCCC4)CCCCC3)c2)c1	109	1	104	4
29	Cc1nn(-c2ccc([N+](=O)[O-])cc2)c2c1C(c1cccc(Br)c1)N1C(=N2)C(=O)Nc2ccccc21 (stereo unspecified)	98	6	93	11
30	Cc1ccc(NC(=O)CN2CCC(NC(=O)Cc3ccccc3)CC2)cc1C	85	-4	94	12

no.	AHR act	procasp3 activ	MEP2-GFP yeast	proCasp7 act
16	13	5	102	10
17	0	2	108	2
18	6	-6	91	-1
19	0	-7	105	-4
20	2	-6	97	2
21	2	4	102	13
22	1	9	107	6
23	2	5	108	9
24	-2	0	107	-7
25	0	5	90	2
26	12	-9	95	-4
27	0	-11	101	-3
28	2	2	110	3
29	0	-3	93	-1
30	-1	-4	98	6

Further entries
no.	structure	LAP4 TOR yeast	ZTA counter	RPL19A-GFP yeast	EBNA-1 inhibitor
31	COc1cc(CC(=O)N2CCN(S(=O)(=O)c3ccc(C)cc3)CC2)cc(OC)c1OC	103	.	101	.
32	COCP(=O)(c1ccccc1)c1ccccc1	102	-17	99	-6
33	CCOc1ccc(C(=O)CC(C(=O)O)N2CCN(Cc3ccccc3)CC2)cc1 (stereo unspecified)	105	-3	96	.
34	CCCCc1ccc(Nc2ncccc2C#N)cc1	103	-2	94	2
35	CCOC(=O)c1cc(CC)sc1NC(=O)CN1CCN(C(=O)C2CCCO2)CC1 (stereo unspecified)	102	7	105	-3
36	CC1(C)C2CCC1(C)C(OC(=O)c1ccc(O)cc1)C2 (stereo unspecified)	103	8	95	13
37	CCn1c(SCC(=O)NNC(=S)Nc2ccc(C)cc2)nnc1-c1ccc(Cl)cc1	.	-6	.	5
38	CCOc1ccccc1NC(=O)c1cc(C(=O)c2cc(OC)ccc2O)coc1=N	92	2	100	0
39	CCOc1ccc(/C=N/Nc2ccccc2)cc1	92	-2	109	19
40	O=C(c1ccc(F)cc1)C1CCN(C(=O)N2CCOCC2)CC1	104	-4	100	13
41	COc1cccc(C(=O)CC(C(=O)O)c2ccc(Cl)cc2)c1 (stereo unspecified)	105	-26	113	-9
42	O=C(Nn1cnc2ccccc2c1=O)c1c(F)cccc1F	109	1	114	13
43	Cc1ccc(N=C2NC(=O)/C(=C/c3cccnc3)S2)cc1C	104	15	96	0
44	Cn1nnc(NCc2cc(Br)ccc2OCc2cccs2)n1	92	-13	99	-18
45	N=C1C(c2ccccc2)=C(O)CN1NC(=O)c1ccc(Cl)cc1	95	14	100	6

no.	AHR act	procasp3 activ	MEP2-GFP yeast	proCasp7 act
31	2	5	103	-7
32	-1	-6	102	14
33	1	-16	98	-21
34	21	-2	97	-8
35	-4	1	107	1
36	1	21	102	3
37	-4	-8	.	-6
38	28	-11	105	7
39	19	2	104	-3
40	-1	-2	101	-2
41	3	-4	121	9
42	2	5	115	-1
43	-1	-10	98	0
44	6	2	96	-9
45	0	-18	95	4

Compound profiles, from the list above. Screens in order: LAP4 TOR yeast | ZTA counter | RPL19A-GFP yeast | EBNA-1 inhibitor | AHR act | procasp3 activ | MEP2-GFP yeast | proCasp7 act
CCn1c(SCC(=O)NNC(=S)Nc2ccc(C)cc2)nnc1-c1ccc(Cl)cc1 in the list: . | -6 | . | 5 | -4 | -8 | . | -6
CC1(C)C2CCC1(C)C(OC(=O)c1ccc(O)cc1)C2 (stereo unspecified) in the list: 103 | 8 | 95 | 13 | 1 | 21 | 102 | 3
O=C(c1ccc(F)cc1)C1CCN(C(=O)N2CCOCC2)CC1 in the list: 104 | -4 | 100 | 13 | -1 | -2 | 101 | -2
Cc1ccc(N=C2NC(=O)/C(=C/c3cccnc3)S2)cc1C in the list: 104 | 15 | 96 | 0 | -1 | -10 | 98 | 0
COc1cccc(C(=O)CC(C(=O)O)c2ccc(Cl)cc2)c1 (stereo unspecified) in the list: 105 | -26 | 113 | -9 | 3 | -4 | 121 | 9

Next results.
no.	structure	LAP4 TOR yeast	ZTA counter	RPL19A-GFP yeast	EBNA-1 inhibitor
46	Cc1cccc(-c2c3c(=O)n(C)c(=O)n(C)c3cn2C(C)C)c1	105	-14	103	-15
47	Cc1ccc(-c2ccc(SCC(=O)N3CCCc4ccccc43)nn2)cc1	93	-17	119	0
48	COc1ccc(S(=O)(=O)N2CCN(C(=O)c3cccc(Cl)c3)CC2)cc1	105	-11	103	-10
49	C=CCNC(=O)COC(=O)c1ccc(Sc2nncn2C)c([N+](=O)[O-])c1	94	-3	93	11
50	O=C(Nc1ccc2nc(-c3ccco3)c(-c3ccco3)nc2c1)N1CCCCCC1	111	41*	102	24
51	CN1C2CCC1CC(NC(=O)CSc1ccc(Cl)cc1)C2 (stereo unspecified)	107	6	91	-4
52	CC1(C(=O)O)CCC(C(=O)NC2CCCCC2)C1(C)C (stereo unspecified)	99	7	95	5
53	O=C(NCc1ccccc1)c1cc(S(=O)(=O)N2CCOCC2)ccc1F	93	-5	92	9
54	c1ccc(-c2nc3ccccc3o2)nc1	98	-1	103	6
55	Cc1cccc(N2C(=O)/C(=C/c3cccnc3)SC2=S)c1	104	-2	93	5
56	COC(=O)c1ccc(CNC(=O)c2ccc(NS(=O)(=O)c3ccc4[nH]c(=O)[nH]c4c3)cc2)cc1	92	4	97	-3
57	CCCCn1c(SCC(=O)N2c3ccccc3CCc3ccccc32)nc2c1c(=O)n(C)c(=O)n2C	92	-18	104	-2
58	CCN(CC(=O)Nc1ccccc1OC)C(=O)c1cc(-c2ccccc2)nn1-c1ccccc1	104	2	96	45*
59	O=C1c2ccc(Oc3ccc([N+](=O)[O-])cc3)cc2C(=O)N1CCO	94	-19	106	-1
60	NC(=O)c1cnn(-c2cc(Oc3ccccc3)ncn2)c1N	104	-4	97	-7

no.	AHR act	procasp3 activ	MEP2-GFP yeast	proCasp7 act
46	-5	-6	101	-7
47	26	7	101	0
48	-1	-3	98	4
49	-2	9	88	1
50	-1	-8	120	-14
51	1	6	99	0
52	0	7	101	7
53	-2	0	97	6
54	21	5	105	16
55	6	-14	84	-8
56	-2	-1	96	8
57	1	-12	102	-9
58	3	4	97	7
59	3	1	118	8
60	0	1	100	9

(cont.)
no.	structure	LAP4 TOR yeast	ZTA counter	RPL19A-GFP yeast	EBNA-1 inhibitor
61	C[C@H]1CN([C@@H](C)CO)C(=O)Cc2cc(NS(=O)(=O)c3cn(C)cn3)ccc2O[C@@H]1CN(C)C(=O)Nc1ccc(F)cc1	95	.	101	.
62	CCOC(=O)c1cnn2c(N)c(C#N)cnc12	100	7	100	-5
63	CC(=O)NCc1ccc2[nH]c(C)cc2c1	120	-1	101	-8
64	CCN(CC)CCNC(=O)c1ccc(NC(=O)c2cccc(S(=O)(=O)Nc3ccc(C)cc3)c2)cc1	94	-20	103	-10
65	CCN1CCN(C(=O)/C(C#N)=C/c2ccc(OC(F)F)cc2)CC1	93	2	103	0

no.	AHR act	procasp3 activ	MEP2-GFP yeast	proCasp7 act
61	0	6	101	3
62	1	-10	104	-1
63	-1	-4	97	1
64	-1	6	95	7
65	0	2	99	8

Not a hit list. Share with any hit: about 3.8%.
